tim23-1 inh = growth inhibitors of tim23-1 mutant yeast. S. cerevisiae tim23-1 growth, BacTiter-Glo luminescence, 24 h. inhibition, % at 20 µM. actives 1.3% (n = 330,000);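 active = growth inhibition of the mutant yeast at or above 50%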;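 note: temperature-sensitive mutant grown at 25 °C; plate controls were DMSO-treated mutant yeast for no effect and medium wells lacking yeast for full effect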
Jurkat NFkB inh = lowers PMA/ionomycin-induced NF-kB signal in Jurkat cells | PMA/ionomycin-induced NF-kB luciferase reporter, luminescence | inhibition, % at 4 µM | actives 0.53% (n = 330,000) | AID 435003; in the data active = inhibition above about 50%
697 NFkB inh = lowers PMA/ionomycin-induced NF-kB signal in 697 B cells. AID 435022. 697 B-cell NF-kB luciferase reporter, 16 h. inhibition, % at 4 µM. actives 0.33% (n = 330,000); in the data active = inhibition above about 35%
APJ agonist = activates the human apelin receptor APJ; P35414; CHO-K1 APJ PathHunter beta-arrestin, luminescence; 0% DMSO wells, 100% apelin; activation, % at 20 µM; actives 0.11% (n = 330,000);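 active = activation more than six SD over the plate average, tested at 20 µM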;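 note: 0% = DMSO alone and 100% = apelin-13 at 10 nM; some results filed as inactive read as strong as hits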
Target sequence (P35414 whole entry, looked up): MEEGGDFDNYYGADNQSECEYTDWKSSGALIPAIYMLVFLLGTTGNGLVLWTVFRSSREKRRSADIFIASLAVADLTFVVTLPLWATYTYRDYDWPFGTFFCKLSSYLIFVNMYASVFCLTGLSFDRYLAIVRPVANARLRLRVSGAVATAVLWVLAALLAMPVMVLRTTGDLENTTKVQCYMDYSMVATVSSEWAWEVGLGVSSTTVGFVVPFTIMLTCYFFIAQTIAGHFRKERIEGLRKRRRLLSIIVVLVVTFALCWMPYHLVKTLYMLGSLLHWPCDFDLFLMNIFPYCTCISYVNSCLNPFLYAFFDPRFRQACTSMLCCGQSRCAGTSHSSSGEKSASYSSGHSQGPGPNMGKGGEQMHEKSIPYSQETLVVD
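Assay system: engineered CHO-K1 APJ arrestin reporter cells; Amount: 1000 CHO-K1 reporter cells seeded per well; Dosing: one dose, 20 µM compound, 1% DMSO; Times: compound stimulation 90 min at 25 °C, detection 60 min; Measured by: luminescent beta-gal fragment complementation, chemiluminescent substrate; Read-out: APJ–arrestin association signal; Controls: DMSO vs Apelin-13 10 nM.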
CHOP UPR activ = apoptotic UPR (CHOP) activation. CHO-CHOP luciferase reporter, luminescence; percent of tunicamycin response over DMSO baseline. activation, % at 10 µM. actives 0.34% (n = 330,000);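 active = at 10 µM dose, activation of 40% or more, normalized to positive control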;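 note: 100% = tunicamycin at 10 µg/mL and 0% = DMSO alone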
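Test system: CHO CHOP reporter cells. Input: 500 CHO-CHOP cells per well. Medium: F12 with 10% FBS. Technique: luciferase luminescence. Measure: percent activation relative to tunicamycin control. Dosing: 10 µM compound, 0.5% DMSO. Timing: 16-18 h cell attachment, then 6 h compound exposure, 37 °C.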
UPR XBP1 act = activators of adaptive arm of unfolded protein response (XBP1); CHO-XBP1 luciferase reporter, IRE1-XBP1 UPR activation, luminescence; percent of tunicamycin response, DMSO as zero; activation, % at 20 µM; actives 0.33% (n = 330,000);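 active = versus positive control, 20 µM dose yields 30% or more activation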;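 note: 100% = tunicamycin at 10 µg/mL and 0% = DMSO only wells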
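Assay system: CHO-XBP1 luciferase reporter cells; Schedule: 6 h treatment, 37 °C; Detection: glow luminescence from Steady-Glo reagent; Benchmarks: high control tunicamycin 10 µg/mL final, low control DMSO vehicle only.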
Mdm2-MdmX inh = disrupts the human Mdm2-MdmX interaction; SaOS-2 split-luciferase Mdm2/MdmX complementation, luminescence; O15151+Q00987; AID 485346; inhibition, % at 8 µM; actives 3% (n = 330,000);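 active = inhibition of at least 50% at 8 µM in the primary screen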
APJ antag = blocks the human apelin receptor APJ; AID 2521; CHO-K1 APJ beta-arrestin complementation, luminescence; P35414; inhibition, % at 20 µM; actives 0.32% (n = 330,000);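 active = inhibition above about 40% at 20 µM, limit read from the data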;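 note: cells challenged with 10 nM apelin-13 agonist together with compound; plate controls were apelin-13 plus DMSO wells for no effect and DMSO wells lacking apelin-13 for full effect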
Active calls of the source: *.

SMILES | tim23-1 inh | Jurkat NFkB inh | 697 NFkB inh | APJ agonist | CHOP UPR activ | UPR XBP1 act | Mdm2-MdmX inh | APJ antag
COc1ccc(-c2nn(-c3ccccc3)cc2/C=N/Nc2ccccn2)cc1 | -8 | -19 | -18 | 7 | 4.5 | 18 | 47 | 2
O=[N+]([O-])c1ccccc1S(=O)(=O)Nc1ccc(S(=O)(=O)Nc2nccs2)cc1 | 63* | 28 | 22 | 3 | 0.7 | -4 | 26 | -45
Cc1cc2oc(=O)cc(C)c2cc1NC(=O)CCC(=O)O | -7 | -3 | 2 | -4 | -1.2 | 1 | 29 | 12
Cc1ccc2c(CC(=O)Nc3cccc(S(=O)(=O)N4CCOCC4)c3)coc2c1 | 0 | 3 | 6 | 0 | 1.7 | 3 | 14 | 2
Cc1c(Cl)cccc1NC(=S)NCC(c1cccnc1)N(C)C (stereo not given) | -3 | 13 | 2 | -3 | -2.2 | -1 | 9 | 9
N/C(Cc1ccc([N+](=O)[O-])cc1)=N\OC(=O)c1ccccc1Br | 62* | 3 | -2 | 9 | 0.6 | -1 | 60* | -118
C[C@@H]1CN([C@H](C)CO)C(=O)c2cc(NC(=O)c3ccncc3)ccc2O[C@@H]1CN(C)C(=O)Nc1ccccc1 | 4 | -15 | -16 | -1 | -0.8 | -2 | -30 | 11
NC(=S)Nc1ncc(CCN2CCOCC2)c(-c2ccc(F)cc2)n1 | 7 | 2 | -2 | 1 | -0.4 | 0 | 7 | 5
C=CCOc1cccc(C2/C(=C(/O)c3ccc4c(c3)CC(C)O4)C(=O)C(=O)N2CCN2CCOCC2)c1 (stereo not given) | 11 | -1 | -9 | 1 | -1.8 | -5 | 14 | -45
CC(=O)C(Sc1ncnc2c1nnn2-c1ccc(F)cc1)C(=O)N(C)C (stereo not given) | 22 | -4 | -13 | -3 | 4.1 | 3 | 2 | 9
Cc1cccc(-n2ncc3c2CCCC3NC(=O)CCN2Cc3ccccc3C2=O)c1C (stereo not given) | -10 | 10 | -1 | 0 | 2.3 | -2 | 1 | 3
Cc1cc(C)n(-c2ccc(C(=O)Nc3ccccn3)cc2)n1 | 18 | -129 | -36 | 5 | 1.9 | -3 | -94 | -32
CC(C)CCC(CCNCc1ccccn1)c1ccc2c(c1)OCO2 (stereo not given) | 12 | 4 | -12 | -1 | -0.3 | -2 | 33 | 13
Cc1cc(C)c(NC(=O)c2c[nH]c(=S)n2-c2ccc(F)cc2)c(C)c1 | 8 | -6 | 6 | -3 | -1.7 | -1 | 28 | 11
CC1CCCCC12NC(=O)N(CC(=O)NCc1ccco1)C2=O (stereo not given) | -13 | -19 | 3 | -2 | -0.8 | 0 | 21 | -20
O=C(CNC(=O)c1ccc(Br)o1)NC1CCCCC1 | 2 | 2 | -3 | -4 | 0.1 | -4 | 25 | 1
COc1ccc(/C=C/C(=O)NC(=S)N2CCCCC2)cc1OC | -1 | 14 | 6 | -1 | 2.2 | 4 | -11 | 22
CCOC(=O)N1CCN(C(=O)Cn2ncc3ccccc32)CC1 | -5 | 7 | 6 | -2 | 0.1 | -3 | 5 | 1
N=c1c2c(-c3ccccc3)c(-c3ccccc3)oc2ncn1CCCN1CCOCC1 | -46 | -7 | -27 | -9 | 1.3 | 2 | 36 | 10
Cc1ccc(/C=N/n2c(C)nnc2C)cc1 | 8 | -6 | -39 | -1 | -1.7 | 0 | -29 | 14
COc1ccc(OCC(=O)Nc2c3c(nn2-c2ccc(OC)cc2)CS(=O)(=O)C3)cc1 | -13 | -4 | 0 | -1 | -1.2 | -4 | 9 | -8
COc1ccccc1CNS(=O)(=O)c1csc(C(N)=O)c1 | 3 | 8 | -33 | -2 | 1.0 | -5 | -5 | 15
COc1cc2cc(C(c3nnnn3C3CCCC3)N3CCc4ccccc43)c(=O)[nH]c2cc1OC (stereo not given) | 4 | 8 | 13 | 0 | -1.6 | -3 | 38 | -8
Cc1cc(C)c(S(C)(=O)=O)c(Oc2ccc(F)cc2)n1 | 2 | 3 | 12 | -3 | -2.1 | 2 | 18 | 16
Cc1cccc(-n2ncc3c(NCCc4ccc(S(N)(=O)=O)cc4)ncnc32)c1 | 13 | -3 | -5 | 1 | 3.7 | -1 | -3 | 0

Entries of single compounds as entered above. Screens in order: tim23-1 inh	Jurkat NFkB inh	697 NFkB inh	APJ agonist	CHOP UPR activ	UPR XBP1 act	Mdm2-MdmX inh	APJ antag
O=C(CNC(=O)c1ccc(Br)o1)NC1CCCCC1 is listed with 2	2	-3	-4	0.1	-4	25	1
COc1ccc(OCC(=O)Nc2c3c(nn2-c2ccc(OC)cc2)CS(=O)(=O)C3)cc1 is listed with -13	-4	0	-1	-1.2	-4	9	-8
Cc1c(Cl)cccc1NC(=S)NCC(c1cccnc1)N(C)C (stereo not given) is listed with -3	13	2	-3	-2.2	-1	9	9
Cc1ccc2c(CC(=O)Nc3cccc(S(=O)(=O)N4CCOCC4)c3)coc2c1 is listed with 0	3	6	0	1.7	3	14	2
O=[N+]([O-])c1ccccc1S(=O)(=O)Nc1ccc(S(=O)(=O)Nc2nccs2)cc1 is listed with 63*	28	22	3	0.7	-4	26	-45

Other structures follow.
SMILES | tim23-1 inh | Jurkat NFkB inh | 697 NFkB inh | APJ agonist | CHOP UPR activ | UPR XBP1 act | Mdm2-MdmX inh | APJ antag
Cc1nc2ccc(NC(=O)Cc3cccc(F)c3)cc2s1 | 12 | -9 | -22 | -1 | 2.1 | 0 | -32 | -5
COC(=O)C1=CNC=C(C(=O)OC)C1c1ccc(Cl)cc1 | 9 | -6 | -10 | -2 | -0.8 | 0 | 6 | -2
Cc1cccc(-c2nc(CS(=O)CC(=O)NCC3CCCO3)c(C)o2)c1 (stereo not given) | -1 | 12 | 7 | 2 | 1.8 | -5 | 36 | 9
Cc1ccc(S(=O)(=O)Oc2ccc(/C=C(/NC(=O)c3ccccc3)C(=O)NCCC(=O)O)cc2)cc1 | 8 | 0 | -5 | -2 | -1.7 | -4 | -30 | -18
CCCCCn1nc(C(=O)N(CC)c2c(N)n(CCCC)c(=O)[nH]c2=O)c2ccccc2c1=O | -6 | -13 | 17 | -1 | 0.4 | -2 | 8 | 9
CCOC(=O)N1CN(C(=O)OCC)CN(C(=O)OCC)C1 | 10 | -6 | 4 | -2 | 1.2 | 3 | -10 | 4
O=C(Cn1cnc2ccccc21)NC(c1ccccc1)c1ccccc1 | 5 | -3 | 16 | -6 | -1.2 | -4 | 7 | -25
COc1ccc(NC(=O)CCOc2ccccc2C)cc1S(=O)(=O)N1CCCCC1 | 19 | 16 | -34 | 3 | 1.3 | -2 | -14 | 10
O=C1CC(c2ccco2)CC(O)=C1C=Nc1cc(Cl)cc(Cl)c1 (stereo not given) | 47 | -2 | 10 | 1 | 29 | 3 | -2 | -4
Cc1cc(C)nc(NC(=O)c2ccc(COc3ccccc3Cl)cc2)c1 | 25 | 19 | 21 | -4 | -0.7 | -1 | 9 | 6
Cc1cccc(C2=NOC(=O)/C2=C\c2ccccc2F)c1 | 19 | 3 | 1 | -2 | 2.1 | -1 | 27 | 17
C=CCOc1ccc(S(C)(=O)=O)cc1 | 12 | -6 | -16 | -3 | 0.8 | -1 | 25 | -16
Cc1onc(-c2ccccc2Cl)c1C(=O)NCC1CCCO1 (stereo not given) | 5 | 2 | -23 | -2 | -1.3 | 0 | 3 | -10
CCSc1nnc(-c2ccc(S(=O)(=O)N3CCOCC3)cc2)n1C | 15 | -1 | 3 | 0 | 0.8 | 7 | -2 | -10
COc1cc2c(cc1OC)CC(=O)NC=C2 | -3 | -1 | 8 | -1 | 0.2 | -2 | 14 | 2
COc1cccc(CN(C)Cc2nc(C3CC3)no2)c1 | 2 | 4 | 5 | -4 | 0.1 | -1 | 15 | -2
CN(CC(=O)N1CCN(c2ncccn2)CC1)S(=O)(=O)c1ccc(Cl)cc1 | 16 | -10 | 2 | 0 | 1.5 | -3 | -14 | -5
Cc1cccc(OCC(=O)N/N=C\c2cc3c(cc2[N+](=O)[O-])OCO3)c1C | 36 | 8 | 3 | 10 | -3.1 | -5 | 2 | -30
CCOc1ccccc1C1CC(=O)Nc2cc(OC)c(OC)cc21 (stereo not given) | 8 | -11 | -21 | -4 | 0.1 | -3 | -18 | 10
COC(=O)[C@@]12CCCN1[C@H](c1ccc(-c3ccccc3)c(OC)c1)[C@H]1C(=O)N(C)C(=O)[C@H]12 | 2 | 3 | 8 | -2 | -0.7 | -1 | 14 | -5
CCc1ccc(NC(=O)COC(=O)/C(=C/c2ccccc2OC)c2ccccc2)cc1 | 13 | 6 | 2 | -1 | 0.1 | 1 | -3 | -15
Cc1c(NC(=O)C(C)Sc2ccccc2)c(=O)n(-c2ccccc2)n1C (stereo not given) | -9 | -8 | 9 | 0 | -0.3 | -2 | -17 | 5
CCCC(=O)c1cc2c(cc1NC(=O)c1cccs1)OCCO2 | 0 | -5 | 10 | -5 | 1.9 | 0 | 11 | -28
COc1ccc(-c2nc3ccccn3c2/N=C/c2ccc(OC)c(OC)c2)cc1O | 16 | 10 | -23 | -1 | 0.7 | 3 | 9 | -17
NC(=S)Nc1ccc2cc[nH]c2c1 | 9 | -6 | 14 | -2 | -0.9 | 2 | -35 | 16
Following part.
SMILES | tim23-1 inh | Jurkat NFkB inh | 697 NFkB inh | APJ agonist | CHOP UPR activ | UPR XBP1 act | Mdm2-MdmX inh | APJ antag
CC(=O)N/C(=N\OCc1ccc(Br)cc1)c1nonc1NC(C)=O | -3 | -19 | -11 | -1 | 2.3 | 0 | -18 | -3
Cc1cccc(NC(=O)CCn2ccnc2C)c1 | -12 | 0 | -3 | -2 | 3.7 | 0 | 14 | 13
COc1cc(-c2cc(N3C(=O)Nc4ccccc4N3O)n[nH]2)cc(OC)c1OC | 10 | -7 | -13 | 6 | 0.0 | 1 | -2 | -8
COc1ccc(N(CC(=O)N2CCN(c3cccc(C)c3)C(C)C2)S(=O)(=O)c2c(C)n[nH]c2C)cc1 (stereo not given) | 5 | -6 | 15 | -3 | 2.5 | -2 | 26 | -4
C/C(=C/c1oc2ccc(O)cc2c1[N+](=O)[O-])N(C)C | 10 | -9 | -19 | -8 | 3.9 | 2 | 0 | 37
O=C(CSc1nc2ccccc2[nH]1)Nc1cc(C(F)(F)F)ccc1N1CCOCC1 | 6 | -22 | -57 | 3 | -1.5 | -2 | 11 | 10
O=C(O)c1ccc2c3c(cccc13)C(=O)N(OS(=O)(=O)c1ccccc1)C2=O | 7 | -12 | 9 | -3 | 0.6 | 1 | 6 | -6
Cn1c(CC(=O)Nc2ccccc2Cl)nnc1SCC(=O)NC1CCCCC1 | -8 | -14 | 5 | 0 | -0.3 | -5 | 0 | -11
O=C(Nc1cccnc1)c1cc(-c2ccc(Cl)c(Cl)c2)on1 | 4 | -62 | -5 | 2 | 8.8 | 7 | -2 | 4
O=C(Nc1ccnn1C1CCN(CC2CC=CCC2)CC1)c1ccccc1 (stereo not given) | -4 | -8 | 7 | -5 | 0.4 | 0 | 6 | 10
CCCn1c(C)cc(=O)c2cc(NC(=O)c3cnccn3)ccc21 | 6 | 7 | -1 | 3 | -0.3 | 1 | 10 | 11
O=C(Nc1ccc(N2CCOCC2)cc1)c1ccccc1SCC(=O)N1CCCC1 | -2 | -2 | -4 | -1 | 1.5 | -2 | -4 | 21
CSc1nnc(N2C(=O)C(O)=C(C(=O)c3ccco3)C2c2ccccc2F)s1 (stereo not given) | 1 | -23 | -102 | -2 | 5.2 | 3 | 11 | 14

Source: PubChem BioAssay (Sanford-Burnham Center for Chemical Genomics)
